# Source: PubChem BioAssay
# KB-V1 cytotox = qHTS assay for MDR1-selective chemotherapeutics: Primary screen using the drug-selected MDR subline cells KB-V1; KB-V1 MDR cells viability, CellTiter-Glo, 72 h; Potency, µM (highest dose often 46.1 µM), for inactives: top-dose activity change, negative = cytotoxicity, actives largely listed as cytotoxic; 3.4% of 400,000 active; AID 1347076, 2019; note: % is set by controls: 0 for no effect and ±100 for the full control effect; nearly all actives have a fitted effect of over 60% in size
#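 KB-V1, DMEM (no phenol red) + 10% FBS; cpd pin-transferred, titration series; 72 h, 37 degrees C; CellTiter-Glo, luminescence. Data normalized, curve-fit.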
# HT1080 IDH1KD tx = qHTS for induction of synthetic lethality in tumor cells producing 2HG: qHTS for the HT-1080-IDH1KD cell line. HT-1080 IDH1 knockdown viability, ATP luminescence, 48 h. Potency, µM (top dose mostly 46.1 µM), for the others: at the highest dose activity, negative = toxicity, most hits filed as cytotoxic. 2% of 360,000 active;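 note: 0% = DMSO wells and -100% = cell-free medium wells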
#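 HT-1080-IDH1KD cells (IDH1 knocked down), 750/well in RPMI with 5% FBS, treated with compound 48 h at 37 degrees C. Viability by CellTiter-Glo luminescence, normalised to DMSO and no-cell wells; concentration-response curves classed.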
# HEK293 tox = qHTS of GLP-1 Receptor Inverse Agonists: Cytotox Screen; HEK293 cAMP-luciferase reporter cells, luminescence, 24 h; Potency, µM (top dose mostly 38.3 µM), for inactives: at the top dose activity change, negative = inhibition, actives largely listed as inhibitors; 0.13% of 410,000 active; AID 624418, 2012;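 note: loss of luciferase light is scored as toxicity; % is set by controls: 0 for no effect and ±100 for the full control effect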
#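 Here, cytotoxicity is scored as loss of luminescence. The MLSMR collection was tested on cells seeded in medium containing 10% Nu serum, with a 24 hr compound exposure preceded by 12 hours of culture.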
# TDP43 rescue = qHTS of TDP-43 Inhibitors; Potency, µM (series often up to 46.1 µM), for inactives: top-dose growth rescue (activation), most hits filed as activators; TDP-43 expressing yeast growth rescue, BacTiter-Glo, 24 h; 1.8% of 410,000 active; note: % of control where 0% means no effect; nearly all actives have a fitted effect of over 50% in size
#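 Cell-based yeast growth screen: TDP-43 expression induced in galactose, inoculum OD600=0.02 after raffinose pregrowth to mid-log. Read-out BacTiter-Glo luminescence at 24 hr, 30 deg C; inhibition of toxicity seen as signal increase.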
# GLP-1R agonist = qHTS of GLP-1 Receptor Agonists. Glucagon-like peptide 1 receptor (Homo sapiens), P43220. HEK293 GLP-1R CRE-luciferase, luminescence, 4-6 h; cells express a hypersensitive GLP-1R form. Potency, µM (titrated, usually from 45.6 µM), for the others: top-dose activation, most hits filed as activators. 0.007% of 380,000 active; note: % of control where 0% means no effect
# Target sequence (P43220 whole entry, looked up): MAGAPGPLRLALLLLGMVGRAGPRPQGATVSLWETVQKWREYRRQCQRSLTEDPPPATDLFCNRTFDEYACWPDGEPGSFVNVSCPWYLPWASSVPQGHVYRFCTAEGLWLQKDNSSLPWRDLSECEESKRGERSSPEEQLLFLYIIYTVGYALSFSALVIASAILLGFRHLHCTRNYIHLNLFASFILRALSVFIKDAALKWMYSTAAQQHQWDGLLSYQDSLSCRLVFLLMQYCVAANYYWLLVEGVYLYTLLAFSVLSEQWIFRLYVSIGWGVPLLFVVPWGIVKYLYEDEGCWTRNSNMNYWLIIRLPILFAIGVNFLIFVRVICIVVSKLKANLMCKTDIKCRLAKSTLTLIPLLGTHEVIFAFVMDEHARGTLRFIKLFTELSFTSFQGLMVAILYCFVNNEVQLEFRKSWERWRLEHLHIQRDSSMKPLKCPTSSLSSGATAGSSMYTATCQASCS
# KB-3-1 cytotox = qHTS assay for MDR1-selective chemotherapeutics: Primary screen using the parental adenocarcinoma cell KB-3-1. KB-3-1 viability, CellTiter-Glo ATP luminescence, 72 h. Potency, µM (highest dose often 46.1 µM), for inactives: at the top dose activity change, negative = cytotoxic, actives largely listed as cytotoxic. 1.4% of 400,000 active; note: % is set by controls: 0 for no effect and ±100 for the full control effect; nearly all actives have a fitted effect of over 60% in size
#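 Parental KB-3-1 adenocarcinoma cells in phenol-red-free DMEM with 10% FBS were pin-treated with compounds at several concentrations, incubated 72 h at 37 °C, and viability read by CellTiter-Glo luminescence; concentration-effect curves were fitted after normalization.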
# HT1080-NT tox = qHTS for induction of synthetic lethality in tumor cells producing 2HG: qHTS for the HT-1080-NT fibrosarcoma cell line; 1.6% of 360,000 active; HT-1080-NT fibrosarcoma viability, CellTiter-Glo ATP luminescence, 48 h; Potency, µM (series often up to 46.1 µM), inactives show at the highest dose activity, negative = less viability, usual class: cytotoxic; AID 686970, 2013;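 note: NT is the 2HG producing partner of a matched IDH1 knockdown line; 0% = DMSO-treated cells and -100% = media-only wells without cells; nearly all actives have a fitted effect of over 55% in size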
#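 Fibrosarcoma NT cells, 750 per well in 5% FBS RPMI, were exposed to compound for 48 hours. Viability: CellTiter-Glo luminescence.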
# SW480 rereplic = A quantitative high throughput screen for small molecules that induce DNA re-replication in SW480 colon adenocarcinoma cells; SW480 DNA re-replication, Hoechst DNA content imaging, 48 h; Potency, µM (doses to about 46.1 µM), for the others: at the highest dose re-replication activation, actives largely listed as activators; 1.8% of 340,000 active; AID 624297, 2012; note: % of control where 0% means no effect; nearly all actives have a fitted effect of over 55% in size
#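 250 cells/well; 23 nL cpd via pin tool; 48 hr, 37 C, 5% CO2; Hoechst 40 min; imager read of total nuclear intensity, ex 405/em 500-530 nm.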
# GLP1R inv ag = qHTS of GLP-1 Receptor Inverse Agonists (Inhibition Mode). Glucagon-like peptide 1 receptor (Homo sapiens), P43220. HEK293 GLP-1R CRE-luciferase, luminescence, 24 h; GLP-1R form is constitutively active. Potency, µM (titrated, usually from 38.3 µM), for the others: top-dose activity change, negative = inhibition, usual class: inhibitors. 1.6% of 410,000 active. AID 624417, 2012; note: % is set by controls: 0 for no effect and ±100 for the full control effect; nearly all actives have a fitted effect of over 55% in size
#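 Inverse agonism was detected as reduced cAMP-driven luciferase luminescence after 24 h compound treatment. The cells were HEK293 clones expressing constitutively active human GLP-1R with the reporter. Reporter-only and GPR119 cell lines served as counterscreen controls.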
# * = called active by the depositor; ? = inconclusive; . = no result given; [ ] = another dose, or the depositor's remark. Calls come from the whole dose curve; as a rule, active = well fitted curve in the direction sought with a large enough effect; inconclusive = small, poorly fitted or top-dose-only effect, or another doubt; inactive = no such curve, though single readings can be large; an effect the other way counts as inactive or inconclusive. Potency is the fitted concentration of half-maximal effect. Not a hit list (roughly 9.4% active in at least one column).
molecule,KB-3-1 cytotox,HT1080 IDH1KD tx,SW480 rereplic,HT1080-NT tox,GLP1R inv ag,GLP-1R agonist,HEK293 tox,KB-V1 cytotox,TDP43 rescue
Cc1ccc(S(=O)(=O)N(CC(=O)Nc2ccc(C(N)=O)cc2)C(=O)N2CCN(C)CC2)cc1,-1%,3%,-4%,-1%,10%,-2%,0%,?,-17%
O=C(c1cccs1)N1CCN(c2ccc(Cl)cc2)CC1,-16%,-11%,3%,-7%,5%,0%,5%,-16%,?
COc1ccc(NC(=O)C2Cc3c(-c4cccc(NC(C)=O)c4)ccnc3O2)cc1OC (stereo not given),-31%,-15%,.,-32%,-39%,-1%,-34%,-18%,10%
O=C(COC(=O)c1ccc(S(=O)(=O)NCc2ccco2)cc1)NCCC1=CCCCC1,-1%,2%,-3%,0%,0%,-10%,-6%,24%,-2%
CCCN1C(=O)C2(C(C(=O)c3ccc(C)o3)=C(O)C(=O)N2CCCN2CCOCC2)c2ccccc21 (stereo not given),0%,6%,5%,6%,7%,6%,3%,16%,-9%
CCCCC(=O)N(C)c1c(C)nc2ccc(C(=O)Nc3cccc(OC)c3)cn12,0%,26%,.,0%,10%,0%,10%,-13%,10%
O=CNCc1nc2ccccc2n1CCc1ccccc1,7%,21%,2.9µM*,11%,0%,-8%,-8%,?,-7%
COc1ccc(NC(=O)c2ccc(CNS(=O)(=O)c3cccc(OC)c3)cc2)cc1,-5%,?,-6%,?,-12%,-5%,-20%,0%,5%
C[C@@H]1ON(C)[C@H]2C[C@H]3c4[nH]c5ccccc5c4CCN3C[C@@H]12,0%,4%,.,0%,-3%,-1%,5%,-9%,0%
Cc1ccc(NC(=O)Cc2coc3ccc(C(C)C)cc23)cc1Cl,?,.,.,.,?,.,-10%,16µM*,-16%
COc1cc(O)c(C(CC(=O)N2CCCC2)c2ccc3c(c2)OCO3)c(OC)c1 (stereo not given),1%,0%,-4%,2%,4%,3%,24%,-4%,-3%
Cc1cc(-c2ccccc2)nc(SCc2ccc(C(=O)O)o2)n1,0%,-3%,-1%,4%,30%[activator],8%,14%,25%,-27%
O=C1CCCC2=C1C(c1cccs1)CC(=O)N2c1ccc(F)cc1 (stereo not given),4%,-1%,3%,6%,0%,3%,-5%,-20%,-8%
CC1=C(C(=O)NC(C)C)C2(CCC(C)CC2)OC1=O (stereo not given),5%,0%,-1%,-15%,-14%,1%,-15%,-12%,16%
Cc1ccccc1NC(=O)CSc1nc(-c2ccc(F)cc2)nc2c1Cc1ccccc1O2,7%,.,.,.,-2%,.,0%,?,12%
Cn1cccc1/C=N/NC(=O)c1ccncc1,?,3%,-4%,-2%,19%,1%,-2%,-3%,1%
CCNC(=O)COC(=O)Cc1ccc(Cl)cc1Cl,-4%,10%,1%,18%,6%,4%,0%,-4%,29%
Cc1ccc(CNC(=O)CN2C(=O)NC(C)(c3cccc(Br)c3)C2=O)cc1 (stereo not given),-6%,0%,2%,1%,?,-6%,-9%,1%,11%
CC(C)NC(=O)N1CCC(n2nccc2NC(=O)CCOc2ccccc2)CC1,17%,3%,-4%,13%,-25%,-4%,-9%,25%,-3%
Cn1c2ccccc2c2nnc(NN)nc21,-20%,-3%,-5%,0%,30%,18%,5%,-16%,1%
O=C(NC(=S)Nc1cccc(C(F)(F)F)c1)c1csnn1,2%,-19%,6.5µM*,-4%,?,6%,-2%,19%,?
COc1ccc2nc(NC(=O)CCNS(=O)(=O)c3ccc4c(c3)oc(=O)n4C)sc2c1,16%,8%,-3%,15%,3%,1%,-16%,-2%,9%
Cc1ccc(NC(=O)CCC(=O)Nc2ccc(C)cc2)cc1,3%,0%,-5%[9.22 µM],2%,14%,-3%,-2%,20%,8%
COc1ccc(CCNC(=O)c2cc(-c3ccccc3)on2)cc1OC,-6%,20%,-11%,-4%,0%,-6%,-5%,?,-12%
c1cc(C2OCCO2)cs1,-7%,1%,.,0%,13%,-1%,3%,6%,12%
NC(=O)c1cccnc1Oc1cccc(Cl)c1,-4%,13%,2%,5%,10%,4%,-10%,1%,7%
CC(C)(C)C(=O)N1CCN(C(=O)c2ccco2)CC1,0%,-4%,?,-7%,18%,2%,-5%,-17%,-12%
COCCOc1cc(NC(=O)c2ccccc2)c(Cl)cc1Cl,?,6%,4%,9%,?,14%,3%,?,-12%
O=C(CN1C(=O)NC2(CCCc3ccccc32)C1=O)NCCc1ccc(F)cc1 (stereo not given),-18%,-1%,-1%,1%,-37%,13%,4%,20%,-9%
CCC(C)n1cnc2c(c1=O)c1nc3ccccc3nc1n2Cc1ccc(OC)cc1 (stereo not given),9%,7%,10%,?,-2%,0%,-10%,15µM*,-10%

# One compound at a time, from the list above. Order of screens: KB-3-1 cytotox, HT1080 IDH1KD tx, SW480 rereplic, HT1080-NT tox, GLP1R inv ag, GLP-1R agonist, HEK293 tox, KB-V1 cytotox, TDP43 rescue
# `CCC(C)n1cnc2c(c1=O)c1nc3ccccc3nc1n2Cc1ccc(OC)cc1` (stereo not given) as listed: 9%, 7%, 10%, ?, -2%, 0%, -10%, 15µM*, -10%
# `NC(=O)c1cccnc1Oc1cccc(Cl)c1` as listed: -4%, 13%, 2%, 5%, 10%, 4%, -10%, 1%, 7%

# Continued:
molecule,KB-3-1 cytotox,HT1080 IDH1KD tx,SW480 rereplic,HT1080-NT tox,GLP1R inv ag,GLP-1R agonist,HEK293 tox,KB-V1 cytotox,TDP43 rescue
CN(C)S(=O)(=O)c1ccc(C(=O)OC2CCOC2=O)cc1 (stereo not given),9%,-6%,-5%,1%,10%,10%,3%,-4%,-6%
O=C(CN(c1ccc(F)cc1)S(=O)(=O)c1ccccc1)NCCSC1CCCCC1,?,?,4%,?,?,8%,8%,-14%,25%
CCOC(=O)c1ccc[n+]([O-])c1,16%,17%,2%,19%,9%,7%,-8%,?,-12%
COc1cccc(CC(CC(=O)O)C(=O)Nc2cc(C)ccc2C)c1 (stereo not given),3%,1%,14%,7%,7%,-7%,-6%,7%,2%
CC(=O)c1cccc(NC(=O)c2ccc3c(c2)C(=O)N(Cc2cccnc2)C3=O)c1,.,14%,-9%,7%,-3%,10%,11%,.,17%
O=S(=O)(c1ccccc1)N1CCN(S(=O)(=O)N2CCCCCC2)CC1,-7%,-14%,-4%,-4%,-23%,4%,18%,?,10%
CCc1noc(C)c1C(=O)N1CCCC(N2CCN(c3ccc(F)cc3)CC2)C1 (stereo not given),3%,1%,1%,1%,-4%,0%,4%,?,-2%
O=C(CSC1=NS(=O)(=O)c2cc(Cl)ccc2N1)Nc1cccc(F)c1,1%,0%,12%,7%,-12%,-1%,13%,0%,28%
NC(=O)CSc1nnc(-c2cccnc2)n1Cc1ccccc1,-2%,11%,3%,1%,6%,-1%,0%,-2%,-6%
COc1ccc(CC(=O)NC(=S)Nc2ccc(S(N)(=O)=O)cc2)cc1,1%,18%,-5%,12%,18%,13%,2%,-9%,-9%
CC(C)(C)OC(=O)N1CCC(Cc2cc(-c3ccccc3)no2)(C(=O)O)CC1,18%,0%,0%,16%,9%,0%,7%,?,?
COc1cc(OC)cc(C(=O)Nc2ccc(S(=O)(=O)Nc3cc(C)on3)cc2)c1,-2%,4%,-3%,-2%,16%,-3%,-2%,-15%,3%
CC(=O)Nc1nnc(C2=COCCO2)o1,-5%,20%,-1%,22%,26%,2%,13%,7%,19%
CSc1ccccc1OCc1cc(C(=O)N(C)CC2COCCO2)no1 (stereo not given),?,10%,-3%,3%,14%,1%,14%,-2%,12%
CCOC(=O)CC(NC(=O)c1ccc(C)cc1)c1ccc(OC)cc1 (stereo not given),-3%,-6%,2%,7%,4%,5%,-7%,-28%,4%
CC(=O)Nc1ccc(S(=O)(=O)NC2(C(F)(F)F)NC(=O)N(C3CCCC3)C2=O)cc1 (stereo not given),14%,-3%,1%,12%,-7%,3%,44%[activator],9%,0%

# In the list so far, six contain a Cl atom:
molecule,KB-3-1 cytotox,HT1080 IDH1KD tx,SW480 rereplic,HT1080-NT tox,GLP1R inv ag,GLP-1R agonist,HEK293 tox,KB-V1 cytotox,TDP43 rescue
O=C(c1cccs1)N1CCN(c2ccc(Cl)cc2)CC1,-16%,-11%,3%,-7%,5%,0%,5%,-16%,?
Cc1ccc(NC(=O)Cc2coc3ccc(C(C)C)cc23)cc1Cl,?,.,.,.,?,.,-10%,16µM*,-16%
CCNC(=O)COC(=O)Cc1ccc(Cl)cc1Cl,-4%,10%,1%,18%,6%,4%,0%,-4%,29%
NC(=O)c1cccnc1Oc1cccc(Cl)c1,-4%,13%,2%,5%,10%,4%,-10%,1%,7%
COCCOc1cc(NC(=O)c2ccccc2)c(Cl)cc1Cl,?,6%,4%,9%,?,14%,3%,?,-12%
O=C(CSC1=NS(=O)(=O)c2cc(Cl)ccc2N1)Nc1cccc(F)c1,1%,0%,12%,7%,-12%,-1%,13%,0%,28%
